# TAG inh – triacylglycerol accumulation inhibition; 0.66% of 230,000 active; H9c2 cells, Nile Red lipid (TAG) fluorescence; cells loaded with 200 µM oleic acid; inhibition, % at 12.5 µM;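 active means pattern-corrected inhibition of lipid staining of at least 50% with the nuclear-stain viability signal not falling by more than 50%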;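 further: 0% = DMSO wells and 100% = triacsin C control wells; some results filed as inactive read as strong as hits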
# TAG inh DAPI viability – second read-out of TAG inh, no call of its own (marks repeat the call); DAPI nuclei signal change (viability), lower = more cytotoxic, %;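 whole-well DAPI fluorescence read on a plate reader as a viability signal; minus 50 percent equals half of cells still viable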
# Starred values were filed as active, the others as inactive. Not all compounds are listed (hit frequency here may not be typical).
1: CN(C)C(=S)NCc1ccccc1
2: COc1ccc(S(=O)(=O)Nc2ccc3c(c2)COC3=O)cc1OC
3: OCC[C@@H]1C[C@H](O)[C@@H](O)[C@@]2(CCCCO2)O1
4: O=C(Cc1cccc(NC(=O)C2CCCN(C(=O)C3CCC3)C2)c1)Nc1ccc(C(=O)N2CCCCC2)cc1 (stereo not given)
5: C#CCOCCOCCOCCNc1nc(N2CCN(C(=O)Cn3cc(CC(C)O)nn3)CC2)nc(N2CCN(C(=O)[C@H](C)n3cc(CCC(=O)O)nn3)CC2)n1 (stereo not given in full)
6: COc1ccc(NS(=O)(=O)c2cc(NC(=O)C3=NN(c4ccccc4)C(=O)CC3)ccc2C)cc1
7: CCn1c(=O)c([N+](=O)[O-])c(NCc2ccco2)c2ccccc21
8: COc1ccc(-c2cc(C(F)(F)F)n3nc(C(=O)N4CCN(C(=O)c5ccco5)CC4)cc3n2)cc1
assay / compound | 1 | 2 | 3 | 4 | 5 | 6 | 7 | 8
TAG inh | 7 | -9 | -18 | 6 | -11 | -8 | -3 | -10
TAG inh DAPI viability | -7 | 6 | 3 | -6 | 3 | 7 | 4 | 28

9: CCn1c(=O)c([N+](=O)[O-])c(NC2CCS(=O)(=O)C2)c2ccccc21 (stereo not given)
10: CC(C(=O)Nc1ccc(OCc2ccccc2)cc1)N1CCCC1 (stereo not given)
11: C#CCN1C(=O)S/C(=C\c2ccc(-c3ccc(C(=O)O)cc3C)o2)C1=O
12: CCCN(CC(=O)Nc1ccc(F)c(F)c1F)C(=O)c1ccc(N2CCCC2=O)cc1
13: CO[C@H]1O[C@H](C)[C@@H](O)C[C@H]1NC(=O)OCc1ccccc1
14: Cc1cccc(NC(=O)Nc2ccc3c(c2)N(C)C(=O)CS3)n1
15: O=C(CSc1ccc2nnc(-c3ccc(Cl)cc3)n2n1)N1CCc2ccccc21
16: O=C(CSc1nc2ccccc2c(=O)n1Cc1ccc(F)cc1)NCc1cccs1
assay / compound | 9 | 10 | 11 | 12 | 13 | 14 | 15 | 16
TAG inh | 3 | 23 | 0 | 24 | 15 | 12 | -5 | -13
TAG inh DAPI viability | 5 | 9 | 0 | -15 | -5 | -3 | 1 | 13

17: Cc1cnc(C(=O)OCC(=O)Nc2cccc3ccccc23)cn1
18: C=C(C)C(=O)Nc1ccc2c(c1)OCCOCCOCCO2
19: COC(=O)C(CC(=O)c1ccc(Cl)cc1)c1ccccc1 (stereo not given)
20: O=C(COC(=O)c1c(Cl)cccc1Cl)NCc1cccs1
21: CN(C)C=NC(=O)c1cc(C(=O)c2ccc(C(C)(C)C)cc2)c[nH]1
22: O=[N+]([O-])c1ccc(OCc2cn([C@@H](CO)c3ccccc3)nn2)c(Br)c1
23: CC(=O)c1sc(Nc2nc3ccc(F)cc3s2)nc1C
24: C[C@H](CO)N1C[C@H](C)[C@H](CN(C)C(=O)Nc2ccc(N3CCN(C)CC3)cc2)OCc2cnnn2CCCC1=O
assay / compound | 17 | 18 | 19 | 20 | 21 | 22 | 23 | 24
TAG inh | -17 | 7 | 0 | -2 | 1 | 11 | -21 | 10
TAG inh DAPI viability | 10 | -3 | -7 | -4 | 8 | 7 | 13 | -3

25: Cc1nc2ccccc2c(=O)n1-c1cccc(NS(=O)(=O)c2ccccc2)c1
26: COc1nc(OC)nc(N2CCC(C(=O)NCc3cccs3)CC2)n1
27: O=C(OCc1nc2ccccc2s1)c1ccc(Br)o1
28: CCOC(=O)c1ccc(C(=O)OCC)c(NC(=S)Nc2ccc([N+](=O)[O-])cc2OC)c1
29: Cc1ccccc1C(=O)Nc1nc2c(C)csc2c(=O)s1
30: O=C(COc1ccc(-c2ccccc2)cc1)NN=C1CCCC1
31: C[C@@H](NC(=O)c1[nH]cnc1C(=O)Nc1nccs1)c1ccccc1
32: CCOC(=O)C1=C(C)N(C)C(C)=C(C(=O)OCC)C1c1ccccc1
assay / compound | 25 | 26 | 27 | 28 | 29 | 30 | 31 | 32
TAG inh | -5 | 6 | 3 | 3 | 0 | 1 | 4 | 0
TAG inh DAPI viability | 5 | -13 | -4 | 48 | -2 | -1 | 1 | -4

33: N#CCCn1c(SCC(=O)NCc2ccco2)nc2ccccc21
34: CCOC(=O)c1[nH]c(=O)[nH]c1CN(Cc1ccco1)Cc1[nH]c(=O)[nH]c1C(=O)OCC
35: COc1cc2nncc(SC)c2cc1OC
36: CC1CCCCC1NC(=O)/C=C/c1nc2ccccc2s1 (stereo not given)
37: CCOC(=O)c1cnc2c(C)cccc2c1NCCCN1CCOCC1
38: COc1ccc(CN(C)CC2CCCN(CCc3ccc(F)cc3)C2)c(OC)c1OC (stereo not given)
39: CN(C(=O)COC(=O)c1ccc2ccccc2n1)C1CCS(=O)(=O)C1 (stereo not given)
40: COc1ccc2cc(C(=O)C3CCCN(C(=O)Cc4c(C)noc4C)C3)ccc2c1 (stereo not given)
assay / compound | 33 | 34 | 35 | 36 | 37 | 38 | 39 | 40
TAG inh | 1 | -15 | 1 | 3 | 19 | 24 | 15 | -8
TAG inh DAPI viability | -8 | 9 | 5 | 7 | -5 | -5 | 11 | 122

41: COc1ccccc1NC(=O)c1ccccc1S(=O)(=O)c1ccccc1[N+](=O)[O-]
42: COc1ccc(C(C)(C)C)cc1NC(=O)C1=CC=CN2CCS(=O)(=O)N=C12
43: COc1ccc(OCCC(=O)OCC(=O)c2ccc[nH]2)cc1
44: CCc1[nH]nc(C(=O)NC2CCCc3c2cnn3-c2cc(C)cc(C)c2)c1C (stereo not given)
45: CCCCc1ccc(NC(=O)CSc2nc(=O)n(CCN(CC)CC)c3c2CCC3)cc1
46: COc1cccc(N/C(C)=C/C(=O)c2ccc(Br)cc2)c1
47: COc1ccc(-c2nn3c(-c4ccc(F)cc4)nnc3s2)cc1
48: CC1CN(C(=O)c2ccc(Br)c(S(=O)(=O)N3CCOCC3)c2)CC(C)O1 (stereo not given)
assay / compound | 41 | 42 | 43 | 44 | 45 | 46 | 47 | 48
TAG inh | 8 | 13 | 7 | -24 | 3 | 11 | 5 | 5
TAG inh DAPI viability | -10 | -4 | -7 | 3 | 11 | -2 | 8 | -4

49: CCCC(=O)Nc1ccc(C(=O)COC(=O)C2CC2)cc1
50: C[C@H]1O[C@@H](O[C@H]2CC[C@@]3(C)C(CC[C@]4(C)C3C=C[C@]35OC[C@@]6(CCC(C)(C)C[C@H]63)[C@@H](O)C[C@]54C)[C@]2(C)CO)[C@H](O)[C@@H](O[C@@H]2O[C@H](CO)[C@@H](O)[C@H](O)[C@H]2O)[C@H]1O (stereo not given in full)
51: COCC(C)N1CCC(Oc2cccc(C(=O)NCCc3ccccc3)c2)CC1 (stereo not given)
52: Cc1cc(OCC(=O)OCC(=O)NC2CCS(=O)(=O)C2)ccc1Cl (stereo not given)
53: COc1ccc(C)cc1S(=O)(=O)N1CCCC(C(=O)N2CCN(c3ccccc3F)CC2)C1 (stereo not given)
54: CC(C)Cn1c(-c2ccc(Br)o2)n[nH]c1=S
55: C[C@H](CO)N1C[C@H](C)[C@@H](CN(C)Cc2ccncc2)Oc2c(NC(=O)C3CC3)cccc2C1=O
56: OCCN1c2ccccc2CCc2ccccc21
assay / compound | 49 | 50 | 51 | 52 | 53 | 54 | 55 | 56
TAG inh | -22 | 34 | 2 | -7 | -6 | -8 | 12 | -18
TAG inh DAPI viability | -7 | -2 | 8 | 11 | 2 | -9 | -13 | -1

# Reprinted at random: 5 compounds from above, in no set order.
51: COCC(C)N1CCC(Oc2cccc(C(=O)NCCc3ccccc3)c2)CC1 (stereo not given)
53: COc1ccc(C)cc1S(=O)(=O)N1CCCC(C(=O)N2CCN(c3ccccc3F)CC2)C1 (stereo not given)
56: OCCN1c2ccccc2CCc2ccccc21
54: CC(C)Cn1c(-c2ccc(Br)o2)n[nH]c1=S
50: C[C@H]1O[C@@H](O[C@H]2CC[C@@]3(C)C(CC[C@]4(C)C3C=C[C@]35OC[C@@]6(CCC(C)(C)C[C@H]63)[C@@H](O)C[C@]54C)[C@]2(C)CO)[C@H](O)[C@@H](O[C@@H]2O[C@H](CO)[C@@H](O)[C@H](O)[C@H]2O)[C@H]1O (stereo not given in full)
assay / compound | 51 | 53 | 56 | 54 | 50
TAG inh | 2 | -6 | -18 | -8 | 34
TAG inh DAPI viability | 8 | 2 | -1 | -9 | -2

# Continuation.
57: CCOC(=O)/C(C#N)=C\C1=C(N2CCOCC2)CC(C)(C)OC1
58: CCCCC(=O)Nc1ccc(Br)cc1C(=O)O
59: CN(CC(=O)Nc1ccc(Cl)c(C(F)(F)F)c1)C(=O)C1CC(=O)N(Cc2ccco2)C1 (stereo not given)
60: CN(C1=NC(=O)CS1)c1ccc(O)cc1
61: COc1cccc(-n2nnnc2SCC(=O)Nc2ccc3c(c2)OCCO3)c1
62: Cc1cc2c(=O)n(C)c(SCC(=O)NCC3CCCO3)nc2s1 (stereo not given)
63: C/C(=N\NC(=O)c1cc2ccccc2cc1O)c1ccc2c(c1)OCO2
64: Cc1cc(C)cc(N(CC(=O)N2CCN(Cc3ccccc3)CC2)S(=O)(=O)c2c(C)noc2C)c1
assay / compound | 57 | 58 | 59 | 60 | 61 | 62 | 63 | 64
TAG inh | 14 | -5 | -20 | 0 | 11 | 8 | -4 | -17
TAG inh DAPI viability | -13 | 7 | 0 | -7 | -6 | 6 | 8 | 2

# Some of the entries above, reformatted:
# Value order: TAG inh	TAG inh DAPI viability
63) C/C(=N\NC(=O)c1cc2ccccc2cc1O)c1ccc2c(c1)OCO2
    -4	8
57) CCOC(=O)/C(C#N)=C\C1=C(N2CCOCC2)CC(C)(C)OC1
    14	-13

# (cont.)
65: CCOC(=O)c1ccccc1NC(=O)CN1CCC(n2nnc3cc(C(F)(F)F)ccc32)CC1
66: COc1cc2sc(-c3ccccc3OC)c(-c3ccc(OCCN4CCCCC4)cc3)c2cc1OC
67: Cc1ccc(NS(=O)(=O)c2cccc(C(=O)N(C)Cc3cccs3)c2)cc1
68: CC(=O)Nc1cccc(-c2ccnc3c2CC(C)(C(=O)NC(C)C)O3)c1 (stereo not given)
69: CC1(C2CCCC2)NC(=O)NC1=O (stereo not given)
70: COc1ccc(S(=O)(=O)Nc2c(O)ccc3ccccc23)cc1OC
71: O=C(CC(c1ccccc1)c1ccccc1)Nc1ncn[nH]1
72: CCCCCCCCS(=O)C1CS(=O)(=O)CC1O (stereo not given)
assay / compound | 65 | 66 | 67 | 68 | 69 | 70 | 71 | 72
TAG inh | -10 | 81* | -8 | 6 | 4 | -5 | 17 | 4
TAG inh DAPI viability | -4 | 0.1* | 0 | 4 | 3 | -4 | -3 | -2

73: OC(c1cccc(OCc2ccccc2)c1)c1nnc(-c2ccccc2)o1 (stereo not given)
74: COc1cccc(N(C(=O)Cn2nnc(-c3ccc(Cl)cc3)n2)C(C(=O)NCC2CCCO2)c2ccc(C)cc2)c1 (stereo not given)
75: CCn1cc(C(=O)N2CCCC2)c(=O)c2cc(S(=O)(=O)N3CCOCC3)ccc21
76: CCc1c(C)sc(NC(=O)Cc2ccccc2C)c1C(=O)N1CCOCC1
77: Cc1sc2ncn(CC(=O)NCCCC(=O)N3CCN(c4ccccn4)CC3)c(=O)c2c1C
78: COc1ccc(NC(=O)c2sc3nc(C)nc(N4CCOCC4)c3c2C)c(OC)c1
79: CCOC(=O)c1nnsc1NC(C)=O
80: Cc1cc(C(=O)N/N=C/c2c(CO)cnc(C)c2O)c2ccccc2n1
assay / compound | 73 | 74 | 75 | 76 | 77 | 78 | 79 | 80
TAG inh | 1 | 0 | 3 | -17 | 1 | 0 | -14 | 3
TAG inh DAPI viability | -7 | 8 | -6 | -3 | 2 | -4 | 9 | -9

81: CC1CN(C(=O)c2ccc(NS(=O)(=O)c3ccc(F)c(F)c3)cc2)CC(C)O1 (stereo not given)
82: CCCCCC(=O)NN1C(=S)N(c2ccc(OC)cc2)C(=O)C1CC(=O)Nc1ccccc1 (stereo not given)
83: CC1CC(C)CN(C(=O)COC(=O)c2cncc(Br)c2)C1 (stereo not given)
84: COc1ccc(-c2csc(C(C)(O)c3ccc(OC)cc3)n2)cc1 (stereo not given)
85: COc1ccc(C(=O)C2CCCN(C(=O)Cn3nc(C)cc3C)C2)cc1F (stereo not given)
86: Cc1ccc(C(=O)COC(=O)CN2C(=O)C3C4C=CC(C4)C3C2=O)cc1C (stereo not given)
87: CC1CCCC(NC(=O)CN(C)S(=O)(=O)c2cnc[nH]2)C1C (stereo not given)
88: COc1ccc(CCC(=O)Nc2c(C)n(C)n(-c3ccccc3)c2=O)cc1
89: N#CCC(=O)Nc1ccc(C(=O)OCC(=O)Nc2sc3c(c2C#N)CCCC3)cc1
90: CCc1ccc(-c2nc(CS(=O)CC(=O)O)c(C)o2)cc1 (stereo not given)
assay / compound | 81 | 82 | 83 | 84 | 85 | 86 | 87 | 88 | 89 | 90
TAG inh | -11 | 10 | -3 | -22 | -3 | 12 | 20 | 4 | 10 | -5
TAG inh DAPI viability | 1 | -7 | 1 | 1 | -7 | -6 | 4 | 1 | -3 | 14

# Reformatted with values under each structure: part of the list above.
# Each structure is followed by: TAG inh | TAG inh DAPI viability
78) COc1ccc(NC(=O)c2sc3nc(C)nc(N4CCOCC4)c3c2C)c(OC)c1
 : 0 | -4
14) Cc1cccc(NC(=O)Nc2ccc3c(c2)N(C)C(=O)CS3)n1
 : 12 | -3
36) CC1CCCCC1NC(=O)/C=C/c1nc2ccccc2s1 (stereo not given)
 : 3 | 7
6) COc1ccc(NS(=O)(=O)c2cc(NC(=O)C3=NN(c4ccccc4)C(=O)CC3)ccc2C)cc1
 : -8 | 7
5) C#CCOCCOCCOCCNc1nc(N2CCN(C(=O)Cn3cc(CC(C)O)nn3)CC2)nc(N2CCN(C(=O)[C@H](C)n3cc(CCC(=O)O)nn3)CC2)n1 (stereo not given in full)
 : -11 | 3
86) Cc1ccc(C(=O)COC(=O)CN2C(=O)C3C4C=CC(C4)C3C2=O)cc1C (stereo not given)
 : 12 | -6
90) CCc1ccc(-c2nc(CS(=O)CC(=O)O)c(C)o2)cc1 (stereo not given)
 : -5 | 14

# Assay outcomes from PubChem BioAssay.
